# SENP8 block-1: inhibitors of human SENP8 protease; AID 602440; 0.64% of 360,000 active; Q96LD8; recombinant SENP8, Nedd8 substrate fluorescence; inhibition, % at 20 µM; in the data active means inhibition mostly above about 40%, no sharp cut-off; inactive means mostly below about 27%
# Target sequence (Q96LD8 whole entry, looked up): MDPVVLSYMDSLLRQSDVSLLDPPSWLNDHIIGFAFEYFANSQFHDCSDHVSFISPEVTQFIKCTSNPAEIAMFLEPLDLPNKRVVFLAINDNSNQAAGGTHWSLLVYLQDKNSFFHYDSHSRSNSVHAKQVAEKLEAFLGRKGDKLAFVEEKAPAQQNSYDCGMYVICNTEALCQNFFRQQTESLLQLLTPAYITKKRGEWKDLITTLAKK
# SENP8 block-2: blocks the human protease SENP8 | Q96LD8 | inhibition, % at 10 µM | AID 2540 | 1.2% of 330,000 active | purified SENP8, Z-RLRGG-aminoluciferin cleavage, luminescence; in the data active means inhibition above about 50%
# SENP7 block: blocks the human protease SENP7; recombinant SENP7, Z-RLRGG-aminoluciferin luminescence, 40 min; inhibition, % at 5 µM; 1.5% of 330,000 active; AID 434973;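 active means inhibition above about 50% at the single test dose, limit read from the data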;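 further: plate controls were DMSO with enzyme for no effect and no enzyme buffer wells for full effect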
# Apaf-1 inh: human Apaf-1 inhibition | O14727 | reconstituted apoptosome caspase-3 activity, DEVD-Rh110 fluorescence | inhibition, % at 20 µM | 0.71% of 330,000 active | AID 489030; active means inhibition of at least 40% at 20 µM;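 further: plate controls were DMSO wells for no effect and DEVD-CHO caspase inhibitor wells for full effect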
#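 System – cell-free apoptosome with Apaf-1, procaspase-3 and caspase-9 · Buffer or medium – pH 7.5 Hepes buffer with CHAPS, BSA, DTT · Also added – cytochrome c with DEVD-Rh110 · Times – 30 min compound preincubation, 50 min activation, room temperature · Technique – Rh110 fluorescence intensity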
# SENP6 inh: inhibitors of human SENP6 protease | Recombinant SENP6 catalytic domain, aminoluciferin luminescence | inhibition, % at 10 µM | 1.8% of 330,000 active | AID 2599 | Q9GZR1;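 active means inhibition above about 50% at the single tested dose, limit read from the data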;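 further: plate controls were DMSO wells with enzyme for no effect and DMSO wells lacking enzyme for full effect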
# HKDC1 inhibitor: blocks human hexokinase HKDC1 activity | recombinant HKDC1, G6PDH/diaphorase resazurin coupled fluorescence | 0.16% of 340,000 active | AID 493160 | inhibition, % at 20 µM;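 active means inhibition above about 35% when tested at 20 µM, limit read from the data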;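 further: plate controls were DMSO wells with enzyme for no effect and DMSO wells lacking enzyme for full effect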
# Target sequence (Q2TB90 whole entry, looked up): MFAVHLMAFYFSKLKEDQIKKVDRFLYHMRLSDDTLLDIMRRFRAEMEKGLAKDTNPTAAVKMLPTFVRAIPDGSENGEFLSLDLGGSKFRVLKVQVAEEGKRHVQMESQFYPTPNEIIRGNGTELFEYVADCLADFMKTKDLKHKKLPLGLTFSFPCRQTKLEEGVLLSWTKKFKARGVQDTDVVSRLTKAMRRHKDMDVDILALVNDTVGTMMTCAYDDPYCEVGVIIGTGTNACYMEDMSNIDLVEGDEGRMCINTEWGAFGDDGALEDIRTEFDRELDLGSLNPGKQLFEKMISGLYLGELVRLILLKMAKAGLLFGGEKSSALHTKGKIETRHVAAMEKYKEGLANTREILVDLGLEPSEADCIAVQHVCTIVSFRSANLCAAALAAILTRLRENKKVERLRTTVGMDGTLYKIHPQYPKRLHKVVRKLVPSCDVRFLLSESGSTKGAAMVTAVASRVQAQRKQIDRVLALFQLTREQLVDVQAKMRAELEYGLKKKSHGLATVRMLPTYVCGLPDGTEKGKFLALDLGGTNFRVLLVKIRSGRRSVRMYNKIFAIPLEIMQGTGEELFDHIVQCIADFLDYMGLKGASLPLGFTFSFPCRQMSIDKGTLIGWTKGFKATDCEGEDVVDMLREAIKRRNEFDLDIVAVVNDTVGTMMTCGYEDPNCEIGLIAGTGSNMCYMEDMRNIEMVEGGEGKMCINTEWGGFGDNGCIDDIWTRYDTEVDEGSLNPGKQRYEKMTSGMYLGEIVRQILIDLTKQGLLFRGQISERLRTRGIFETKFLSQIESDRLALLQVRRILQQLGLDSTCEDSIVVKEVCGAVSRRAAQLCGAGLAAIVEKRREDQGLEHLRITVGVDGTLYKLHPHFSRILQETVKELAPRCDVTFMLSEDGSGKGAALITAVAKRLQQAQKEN
#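 test system = in-house recombinant HK5 (HKDC1) enzyme | amount = HKDC1 at 5 µg/mL | control set = DMSO-enzyme wells negative, buffer-substituted wells positive | compound = one dose of 20 µM, 1% DMSO | schedule = reaction time 90 min, room temperature, protected from light | technique = resorufin fluorescence at 613 nm | reagent = glucose with 1 mM ATP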
# PfG6PD inh: PfG6PD (Plasmodium falciparum) enzyme inhibition | 0.78% of 350,000 active | AID 504690 | PfGluPho enzyme, NADPH resazurin-diaphorase fluorescence | inhibition, % at 20 µM;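 active means inhibition reaching at least a set limit at 20 µM in the primary screen, cut at about 59% in these data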;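 further: 0% = DMSO wells with substrate and 100% = DMSO wells lacking glucose-6-phosphate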
# SENP1 inh: blocks the human SENP1 SUMO protease catalytic domain; Q9P0U3; recombinant SENP1 catalytic domain, CyPet-SUMO1-YPet FRET cleavage; inhibition, % at 10 µM; 0.21% of 360,000 active; AID 624204;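 active means inhibition at least 30% at 10 µM, raw YFP signal under a set limit, fluorescence ratio 0.5 to 1.5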;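 further: 0% = enzyme with DMSO and 100% = no enzyme wells; some results filed as inactive read as strong as hits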
#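 system = hSENP1 catalytic domain, recombinant | reagent = SFCypet-SUMO1-SFYpet substrate at 25 nM | doses = one dose per compound, 10 µM, 0.5% DMSO | incubation = enzyme reaction for 50 min at room temperature, dark | measured by = FRET, CFP and YFP emission | controls = no-enzyme low, enzyme-DMSO high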
# * hit, by the source's call; nt = no result given.
Molecule	SENP8 block-1	SENP8 block-2	SENP7 block	Apaf-1 inh	SENP6 inh	HKDC1 inhibitor	PfG6PD inh	SENP1 inh
ON(CCc1ccccn1)Cc1ccccc1	13	nt	nt	nt	nt	2	24	-30
Cc1ccc(NC(=O)OCc2cncs2)cc1	14	-10	5	3	-9	-7	-8	-1
Cc1cc(C(C)(C)C)oc1C(=O)Nc1ccc(CC(=O)O)cc1	22	-2	5	-1	-7	5	-9	2
CC(C)(C)SC(=O)CC1NS(=O)(=O)OC2CCCCC12 (stereo not drawn)	14	-4	-8	6	-4	-5	-8	1
O=C(CN1CCC(NC(=O)C2CCCCC2)CC1)NCc1ccco1	21	-3	4	-18	-21	17	-14	-1
CN(c1ccccc1)S(=O)(=O)c1ccc2[nH]c(=O)oc2c1	14	-9	-4	2	-3	6	-10	4
CC1Sc2ccc(S(=O)(=O)CCC(=O)Nc3ccccc3Cl)cc2NC1=O (stereo not drawn)	14	3	-1	-6	-21	-2	15	-2
C=CCOc1c(OC)cc(Cl)cc1C1NC(=O)NC(C)=C1C(C)=O (stereo not drawn)	28	-5	8	2	-9	-7	6	0
COc1ccccc1Nc1nc(-c2ccc([N+](=O)[O-])cc2)nc2ccccc12	28	-1	2	0	-4	2	4	1
C=CCNC(=O)c1ccccc1S(=O)c1ccccc1C#N (stereo not drawn)	11	11	-6	-3	-2	-6	-13	0
O=C(CCNc1cccc(F)c1)c1cccc([N+](=O)[O-])c1	7	-5	4	-2	0	0	-1	-1
CCN(CC)S(=O)(=O)c1cccc(NC(=O)c2cc3ccccc3o2)c1	6	-1	-6	19	3	-1	22	2
Cc1cc(C)c(S(=O)(=O)Nc2ccc(OCC(=O)O)cc2)c(C)c1	1	-10	17	-5	0	-6	-6	2
O=C(N/C(=C\c1ccc(F)cc1)C(=O)N1CCOCC1)c1ccccc1	9	-3	-4	-6	-9	-3	-8	0
CCn1c(-c2cccs2)nc2ccccc21	-417	-6	-4	10	-19	-8	27	1
Cc1ccc(NC(=S)c2ccc3ccccc3n2)c(C)c1	17	-16	4	-4	-6	-2	56	1
C/C(=N\NC(=O)c1cccnc1)c1ccc(OC2OCCOC2Oc2ccc(/C(C)=N/NC(=O)c3cccnc3)cc2)cc1 (stereo not drawn)	2	-1	2	4	18	-2	-9	2
COC(=O)c1ccc(NC(=O)Cn2c(-c3nonc3N)nc3ccccc32)cc1	-14	2	5	-21	1	-3	-12	-14
Cc1ccc(CN2CCSc3sccc3C2=O)cc1	19	3	3	-5	-8	-2	3	1
O=[N+]([O-])c1ccc(S(=O)(=O)NCCc2ccncc2)cc1	9	1	-5	-3	-3	3	-1	1
COCc1nnc(SCC(=O)NCc2ccccc2)n1-c1ccccc1	8	-10	16	-12	-9	17	-4	-1
COc1cc(CN2CCN(c3cccc(C)c3C)CC2)cc(Br)c1O	31	6	5	19	6	5	11	1
CCN(CC)CC(=O)Nc1nn(-c2ccccc2)nc1C(N)=O	-20	-4	9	3	-11	0	-4	3
Cc1cc(Cl)c(S(=O)(=O)NCC2CCCO2)cc1OCC(N)=O (stereo not drawn)	8	-4	1	1	-3	-3	3	1

# Two entries picked at random from the list so far, as already listed:
Molecule	SENP8 block-1	SENP8 block-2	SENP7 block	Apaf-1 inh	SENP6 inh	HKDC1 inhibitor	PfG6PD inh	SENP1 inh
O=C(N/C(=C\c1ccc(F)cc1)C(=O)N1CCOCC1)c1ccccc1	9	-3	-4	-6	-9	-3	-8	0
COCc1nnc(SCC(=O)NCc2ccccc2)n1-c1ccccc1	8	-10	16	-12	-9	17	-4	-1

# Next section:
Molecule	SENP8 block-1	SENP8 block-2	SENP7 block	Apaf-1 inh	SENP6 inh	HKDC1 inhibitor	PfG6PD inh	SENP1 inh
COCCCNC(=O)CC(C)c1ccccc1 (stereo not drawn)	11	-8	-7	7	-6	-6	-11	3
CCC(C)C(NC(=O)c1ccccc1NC(=O)c1ccccc1)C(=O)N1CCOCC1 (stereo not drawn)	8	-4	0	-1	1	-6	8	0
CC(=O)Oc1ccc2c(c1)CCC1C2CCC2(C)C(OC(C)=O)CCC12 (stereo not drawn)	47*	nt	nt	nt	nt	0	16	1
Nc1ncnc2c1ncn2[C@@H]1O[C@H](CNCc2ccccc2OCC(=O)N2CCCCC2)[C@@H](O)[C@H]1O	7	-4	2	-10	-4	-3	16	1
COc1ccc(OC)c(N/C(C)=C/C(=O)c2ccncc2)c1	39	8	0	9	15	-2	17	9
COc1cc(Cl)c(C)cc1NC(=O)COc1cc(C)nc(C(C)C)n1	3	1	8	6	4	2	-5	2
O=C(CN1C2=NCCN2c2ccccc21)c1ccc2c(c1)OCO2	3	4	7	-4	1	0	-11	3
CC(=O)Nc1cccc(C(=O)OCC(=O)NCc2ccc(F)cc2)c1	7	1	0	-17	-21	-4	0	2
O=C(O)c1ccccc1OCc1nc2ccccc2s1	-2	90*	92*	17	92*	5	-9	-10
O=C(NC1CCCC1)C(c1ccncc1)N(C(=O)c1csnn1)c1cccc(Cl)c1 (stereo not drawn)	3	-3	-7	3	3	-9	13	1
CCC1=C2CC[C@H]3C(=O)N(C)C(=O)[C@H]3[C@H]2[C@@]2(Cc3ccccc3)C(=NCC(=O)OC)OC(=O)N2C1=O	4	-2	7	-3	4	1	-15	2
COc1cc(/C=C2\SC(=S)N(NC(=O)c3cccnc3)C2=O)ccc1O	30	-3	6	7	-18	-2	-52	49*

# Reformatted: entries from further up
structure: CC(=O)Nc1cccc(C(=O)OCC(=O)NCc2ccc(F)cc2)c1
  SENP8 block-1: 7 | SENP8 block-2: 1 | SENP7 block: 0 | Apaf-1 inh: -17 | SENP6 inh: -21 | HKDC1 inhibitor: -4 | PfG6PD inh: 0 | SENP1 inh: 2
structure: Nc1ncnc2c1ncn2[C@@H]1O[C@H](CNCc2ccccc2OCC(=O)N2CCCCC2)[C@@H](O)[C@H]1O
  SENP8 block-1: 7 | SENP8 block-2: -4 | SENP7 block: 2 | Apaf-1 inh: -10 | SENP6 inh: -4 | HKDC1 inhibitor: -3 | PfG6PD inh: 16 | SENP1 inh: 1

# Continuation.
Molecule	SENP8 block-1	SENP8 block-2	SENP7 block	Apaf-1 inh	SENP6 inh	HKDC1 inhibitor	PfG6PD inh	SENP1 inh
COc1cc(/C=N/n2nnnc2N)ccc1OCC#N	-33	-2	-16	4	-7	6	9	-3
Cc1nc(SCc2nc3ccc(C(=O)c4ccccc4)cc3[nH]2)c2oc3ccccc3c2n1	-44	-16	-12	12	-2	1	3	-21
CN1CCN(C(=S)C(=O)Nc2ccc(Br)cc2)CC1	24	1	6	-16	24	-9	81*	1
Cc1cc(Cl)ccc1NC(=O)CN1CCCC1	-4	5	-1	-12	12	-6	-4	1
Cc1cc(C)c(Cn2c(=O)n(CCCC(=O)NCc3ccco3)c(=O)c3sccc32)c(C)c1	2	-6	8	0	-14	-3	-26	0
COc1ccccc1N1CCN(C2CCCN(C(=O)c3cc(C)oc3C)C2)CC1 (stereo not drawn)	4	-4	-9	0	-26	0	-8	0
CCNC(=O)COc1ccc(-c2ccccc2)cc1	31	-19	-4	13	-19	-1	-4	1
CCc1cc(C(=O)c2ccc(OC)cc2)c(NC(=O)CN2CCCCC2)s1	29	6	7	9	-30	6	10	0
COc1ccccc1NC(=O)Cn1nnc(-c2ccccc2NC(=O)c2cc3ccccc3oc2=O)n1	3	1	6	3	2	4	-13	-8
COC(=O)N1C(=O)[C@@](c2ccccc2)(C2CCCCC2)N1C(=O)OC	0	-14	-10	16	-8	7	13	2
COc1cc(-c2nnc(-c3cc(-c4ccccc4)nc4ccccc34)o2)cc(OC)c1OC	-364	nt	nt	nt	nt	-1	2	1
Cc1sc2ncnc(SCC(=O)NC(=O)NCc3ccco3)c2c1C	-2	-6	50	3	-22	2	4	-5
C=CCCCCc1nc2ccccc2c(=O)n1N	11	-9	1	-10	-7	-3	-3	0
COc1ccc(CC(=O)Nc2cc(S(=O)(=O)N3CCOCC3)ccc2N2CCOCC2)cc1OC	2	nt	nt	nt	nt	-1	-2	1
COc1ccccc1NC(=O)c1csc2c1CCC(C)C2 (stereo not drawn)	12	-14	-10	16	-17	-8	5	2
Cc1cccc(N2C(=O)CN=C2Nc2nc(C)cc(C)n2)c1	20	2	4	0	-11	1	-3	1
Cc1cccc(C)c1NC(=O)COc1ccccc1C(=O)Nc1ccc(Br)cn1	21	3	6	-1	12	-4	-9	-4
O=C(NNC(=O)c1c(F)cccc1F)c1ccccc1OC(F)(F)F	-2	-11	-10	-1	-16	-1	-14	0
O=C(N/N=C/c1cc([N+](=O)[O-])ccc1O)c1ccc(COc2ccc3c(c2)CCC3)o1	5	0	-5	14	0	-14	-28	-75
Cc1cc(S(=O)(=O)NC2CCCC2)ccc1-n1cnnn1	9	0	3	1	1	-7	6	1
C/C(=N\NC(=O)c1ccc(O)cc1)c1ccc(N2CCOCC2)cc1	-260	2	-2	3	-3	-7	-18	0
CCn1c(/C=C/c2ccccc2)nc2ccccc21	-270	85*	92*	1	97*	-4	56	-3
CCCOC(=O)C1=C(C)NC2=C(C(=O)CC(C)(C)C2)C1c1cccnc1 (stereo not drawn)	-438	2	-3	-4	2	-9	6	-154
Cc1ccc(SCC(=O)OC(C)C(=O)NC2CCCCC2C)c(C)c1 (stereo not drawn)	4	-16	-3	22	-11	0	2	2
CN(C)C(=O)c1cccn(Cc2cccc(C(F)(F)F)c2)c1=O	-6	-7	-3	-1	-37	-1	-14	-19
Cc1cc(C)n(C2CC(=O)N(c3cc(Cl)cc(Cl)c3)C2=O)n1 (stereo not drawn)	6	-8	-3	-4	-9	1	-13	0
CCOc1ccc(S(=O)(=O)N2CCN(C(=O)c3cc(-c4ccccc4)nn3-c3ccccc3)CC2)cc1	-6	6	0	19	8	2	7	1
CN(CC(O)CN)CC(O)CN1CCCCC1 (stereo not drawn)	14	-2	0	-1	4	-11	-14	1
O=C(NC(=S)N1CCCC1)c1ccccc1	2	4	-9	29	17	-6	3	-1
CCn1nnc(-c2ccccc2NC(=O)c2cc(OC)cc(OC)c2)n1	16	7	-3	-5	-4	-6	3	2
COc1ccc(NC(=O)N2c3ccc(OC)cc3C(C)=CC2(C)C)cc1	-414	11	9	12	37	1	57	-36
Cc1ccc(S(=O)(=O)NCC(c2ccc3c(c2)OCO3)N2CCOCC2)cc1 (stereo not drawn)	5	-4	-8	-6	-8	-4	4	2
Cc1c(NC(=O)CSc2nnc(-c3ccncc3)o2)c(=O)n(-c2ccccc2)n1C	-2	4	-3	7	6	-4	-1	1
COC(=O)c1ccc(C(=O)OC)c(NC(=S)N2CCN(c3ccccn3)CC2)c1	-52	5	2	8	8	-2	9	-3
CCC/C=C(\CCC)C(NC(=O)Cc1ccccc1)c1ccc(C(=O)OC)cc1 (stereo not drawn)	6	7	-2	7	15	8	18	2
N#CC1CC(c2ccccc2)Nc2cc(Cl)ccc2N1 (stereo not drawn)	-276	6	3	9	-3	2	17	-23
CCC(Oc1ccc2ccccc2c1)C(=O)O (stereo not drawn)	35	-7	-7	10	-4	-2	-9	0
CC(C)[C@H](NC(=O)c1ccccc1)C(=O)OCC(=O)NCCc1ccc(F)cc1	8	5	8	-3	5	6	-6	1
Cc1ccccc1CS(=O)(=O)CCC(=O)NCCCN1CCOCC1	10	-15	-6	0	-7	-8	1	1
COc1ccc(C(=O)Nc2ccccc2C(=O)N2CCOCC2)cc1OC	5	7	-2	-2	-8	-4	22	4
Cc1ccc(S(=O)(=O)Nc2c(C)nc3nc(C)[nH]n3c2=O)c(C)c1	5	2	-8	-2	-13	-7	-11	2

# From PubChem BioAssay
